NR2E3 ag-1: agonists of human NR2E3 nuclear receptor | CHO-S Gal4-NCOR/VP16-NR2E3 two-hybrid, luciferase | inhibition of corepressor binding, % at 3.98 µM | 0.35% of 360,000 active | AID 602229;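 active means inhibition above the mean of all tested compounds plus 3 SD, cut at about 70% in these data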;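 further: 0% = DMSO with NR2E3 transfected cells and 100% = cells lacking NR2E3 construct; higher means lower luciferase signal from less NR2E3 corepressor binding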
Target sequence (Q9Y5X4 whole entry, looked up, the tested form may be a part): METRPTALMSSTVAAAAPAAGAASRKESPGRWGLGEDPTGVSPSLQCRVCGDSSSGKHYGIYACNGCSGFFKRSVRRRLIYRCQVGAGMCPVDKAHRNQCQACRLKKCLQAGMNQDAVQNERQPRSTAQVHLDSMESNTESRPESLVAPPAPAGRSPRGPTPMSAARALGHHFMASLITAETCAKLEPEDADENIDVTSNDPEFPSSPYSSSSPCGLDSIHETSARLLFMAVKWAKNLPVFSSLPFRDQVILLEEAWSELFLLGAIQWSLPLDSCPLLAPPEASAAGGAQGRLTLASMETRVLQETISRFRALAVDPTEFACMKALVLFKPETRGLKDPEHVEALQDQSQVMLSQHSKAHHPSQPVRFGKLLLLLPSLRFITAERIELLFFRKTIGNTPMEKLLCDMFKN
H9c2 protect: protects H9c2 cardiomyocytes from peroxide injury; H2O2 injury protection, ATPLite, 2 h; protection from H2O2 cell death, % at 20 µM; 0.63% of 360,000 active; AID 588492;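 active means compounds giving at least 50% protection of heart cells from peroxide-induced death in the single-dose screen, raw or plate-pattern-corrected value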;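 further: 0% = DMSO wells with peroxide and 100% = DMSO wells without peroxide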
Peg3 prom inh: Peg3 promoter activity inhibition; HeLa PEG-Prom luciferase reporter, luminescence, overnight; inhibition, % at 20 µM; 1.7% of 360,000 active; AID 588405;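 active means inhibition of at least 50% at 20 µM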
HTR2A ag: mouse HTR2A agonism via beta-arrestin recruitment | P35363 | CHO-K1 mHTR2A beta-arrestin complementation, luminescence; percent of 30 µM serotonin response | activation, % at 7.6 µM | 0.66% of 360,000 active | AID 624169;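 active means activation above a run cutoff, the mean activation of all tested compounds plus 3 SD, cut at about 14% in these data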;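 further: 0% = plate median of compound wells and 100% = 30 µM serotonin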
Target sequence (P35363 whole entry, looked up): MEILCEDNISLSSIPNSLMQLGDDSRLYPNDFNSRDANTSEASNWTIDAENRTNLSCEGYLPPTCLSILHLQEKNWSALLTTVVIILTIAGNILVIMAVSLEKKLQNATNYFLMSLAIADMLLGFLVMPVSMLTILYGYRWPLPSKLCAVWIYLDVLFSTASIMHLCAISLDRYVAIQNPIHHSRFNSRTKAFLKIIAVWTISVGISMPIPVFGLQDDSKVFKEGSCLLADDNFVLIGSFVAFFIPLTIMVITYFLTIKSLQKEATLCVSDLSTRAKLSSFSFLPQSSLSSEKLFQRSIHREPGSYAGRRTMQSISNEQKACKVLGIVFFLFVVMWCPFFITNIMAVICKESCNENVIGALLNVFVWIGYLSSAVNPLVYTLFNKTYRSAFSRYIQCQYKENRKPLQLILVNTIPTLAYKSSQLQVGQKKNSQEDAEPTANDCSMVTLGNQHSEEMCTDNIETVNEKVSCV
iPSC survival up: hiPSC single-cell survival enhancement | survival enhancement, % at 20 µM | 0.044% of 360,000 active | AID 602274 | ATPlite luminescence; 100% = ROCK inhibitor wells, 0% = DMSO; in the data active means survival enhancement above about 18%;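 further: cells exposed to compounds for 16 hours before the ATP read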
Shn3 inh set2: inhibitors of Schnurri-3 3'UTR reporter in osteoblasts; Clone20 osteoblast Shn3 3'UTR firefly luciferase, 24 h; AID 588674; 0.52% of 360,000 active; inhibition, % at 12.5 µM;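 active means mean inhibition of at least 75% with every replicate also reaching 75%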;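 further: 0% = median of neutral control wells and 100% = pilot-screen positive control compound; some compounds past the cut are filed as inactive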
TRPM1 prom inh: MITF TRPM1 promoter inhibition in SK-MEL-5 cells | SK-MEL-5 TRPM1 promoter luciferase, 24 h | inhibition, % at 12.5 µM | 0.83% of 330,000 active | AID 488899;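 active means mean inhibition across replicates of 60% or more, whatever share of single replicates reaches that level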; further: values of inactives mirror those of a sister screen read the other way
CaV13 ICDI inh: Disruptors of the CACNA1D IQ motif to Ca2+-dependent inactivation inhibitor domain association, primary screening, Förster resonance energy transfer in intact living …. inhibition, % at 12.3 µM. HEK cells, CFP/YFP FRET ICDI-IQ, plate reader, 10 min; percent FRET-ratio fall versus neutral wells. 0.098% of 340,000 active. AID 743397;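 active means mean replicate inhibition of at least 30% and at least 1% of replicates passing that level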;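 further: 0% = median of the neutral control wells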
PDI inh: PDI (human) enzyme inhibition; P07237; PDI insulin aggregation turbidity, A650, 90 min; inhibition, % at 10 µM; 0.052% of 350,000 active;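 active means mean inhibition across replicates of 30% or more, whatever share of single replicates reach that level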;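 further: absorbance from insulin aggregation driven by PDI reduction with DTT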
HIF-2a block: blocks HIF-2a reporter activity. AID 624352. 786-0 RCC cells HIF-2a reporter, luciferase luminescence, overnight. inhibition, % at 18.8 µM. 0.72% of 360,000 active;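 active means inhibition of the luminescence signal of 40% or more relative to plate controls, in a single-dose primary screen at 18.75 µM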
NR2E3 ag-2: agonists of human nuclear receptor NR2E3; Q9Y5X4; AID 2300; inhibition of corepressor binding, % at 4.78 µM; GST-NR2E3/biotin-RetCOR TR-FRET, 1536-well; 0.12% of 320,000 active;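 active means percent inhibition above the cutoff of mean plus 3 SD of all tested compounds, set per screening campaign, cut at about 20% in these data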;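 further: 0% = DMSO wells and 100% = biotin wells as full block of FRET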
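Format: 1536-well format; test system: GST-NR2E3 and biotin-RetCOR proteins; read-out basis: percent inhibition of TR-FRET ratio; timing: 5 h incubation at 4 °C; detection: time-resolved FRET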
* hit, by the source's call; · = no result given.

SMILES	NR2E3 ag-1	H9c2 protect	Peg3 prom inh	HTR2A ag	iPSC survival up	Shn3 inh set2	TRPM1 prom inh	CaV13 ICDI inh	PDI inh	HIF-2a block	NR2E3 ag-2
COc1ccc(-c2[nH]ncc2CNC(C)CCn2cccn2)c(F)c1 (centres undefined)	4.2	1.6	-8.9	-5.2	-0.5	-7.4	-0.4	-5.6	2.3	13.1	0.5
Cc1ccc2nc(NC(=O)CNS(=O)(=O)c3ccc(Br)s3)sc2c1	-61.0	-14.9	-27.6	9.5	2.4	-4.9	-6.6	-10.2	-2.4	-39.8	4.8
COc1ccc(C(=O)/C=C(/C)N(C)C)cc1	18.6	14.0	-9.2	2.6	0.9	0.4	-4.8	·	-5.2	-4.0	-3.1
CCOc1ccc(/C=N/NC(=O)CN2CCSCC2)cc1	-18.1	5.6	-0.5	6.9	-0.3	20.2	2.4	-19.0	3.7	0.5	-0.2
O=C(/C=C/Nc1ccc(S(=O)(=O)Nc2ncccn2)cc1)c1cccs1	-30.9	6.0	4.5	1.6	-0.6	8.4	9.7	-5.1	0.8	-9.1	1.0
Cc1cccc(C(=O)OCC(=O)NCC2CCCO2)c1O (centres undefined)	-0.5	-0.1	-6.5	5.1	-0.3	-2.3	-0.3	-5.0	3.6	-12.1	2.9
O=C(Nc1cccc(-c2cn3cccnc3n2)c1)c1ccc2c(c1)OCO2	-19.3	28.0	-23.4	-0.7	-1.9	3.0	-44.4	-8.4	6.4	-76.6	0.2
COc1ccc(CCNc2ccncn2)cc1	7.6	-10.7	0.4	6.2	-1.1	57.0	1.5	-5.3	0.1	-45.9	-2.7
Cc1cccc(CC(=O)N2CCCC2)c1	-7.6	4.9	-6.0	4.5	-0.4	-1.6	-9.8	-13.6	1.0	7.4	2.8
CCOC(=O)C1=C(C)NC(=O)NC1c1ccco1 (centres undefined)	2.8	1.0	4.8	3.2	6.5	-0.8	5.4	-7.7	-4.4	8.6	0.0
CCCCSc1nnc2n(CCc3ccccc3)c(=O)c3c4c(sc3n12)COC(C)(C)C4	5.3	10.0	23.7	1.6	6.2	7.8	-8.8	-4.2	-1.7	6.9	1.2
CC1CCC(NC(=O)CCNS(=O)(=O)c2ccc3c(c2)CCC(=O)N3)CC1 (centres undefined)	4.2	-3.6	15.4	5.1	0.0	3.9	5.3	-2.8	-2.6	9.2	-0.4
Cc1ccccc1NC(=O)N1c2ccccc2CC1C (centres undefined)	-2.2	2.5	-56.5	-4.1	-0.6	-27.4	-19.3	-3.8	7.2	-83.3	4.7
O=C1C=C(c2ccccc2)CCC1	2.9	-1.1	3.4	9.1	-2.1	-4.7	3.5	-4.0	3.0	7.8	1.1
O=C1CN(C(=O)COC(=O)CCSc2ccccc2Cl)c2ccccc2N1	-12.9	4.9	12.5	-3.9	-1.9	-1.4	-0.5	·	-2.9	11.9	0.2
Cc1cc(C)c(CN2CCC(n3nccc3NC(=O)CCOc3ccccc3)CC2)cc1C	-15.0	-5.3	7.6	-16.7	0.0	34.1	-10.1	-2.4	-1.5	7.2	-3.9
CC(NC(=O)COC(=O)C1CCN(S(=O)(=O)c2ccccc2C(F)(F)F)CC1)c1ccccc1 (centres undefined)	-4.8	2.5	14.4	5.4	1.9	-9.7	5.3	-2.2	-2.2	9.4	1.9
Cc1ccc(S(=O)(=O)N/N=C/c2ccc(C(=O)O)cc2)cc1	-19.8	1.6	11.6	-5.6	10.3	-13.3	11.3	·	11.0	15.6	0.0
COC(=O)CCC(=O)OC1(C)C(=O)C2=CN(C3CCCC3)C(c3ccc(OC)cc3)=CC2=C(Br)C1=O (centres undefined)	-11.3	5.0	-10.1	3.8	-0.6	10.5	5.3	-11.6	-12.5	7.8	-0.2
COc1ccc(C(=O)Nc2cc([N+](=O)[O-])ccc2N2CCCC2)cc1	7.4	8.4	7.9	0.5	0.5	-0.3	-1.0	3.8	-2.8	12.0	-3.8

The closing three entries of the part above open the next one:
SMILES	NR2E3 ag-1	H9c2 protect	Peg3 prom inh	HTR2A ag	iPSC survival up	Shn3 inh set2	TRPM1 prom inh	CaV13 ICDI inh	PDI inh	HIF-2a block	NR2E3 ag-2
Cc1ccc(S(=O)(=O)N/N=C/c2ccc(C(=O)O)cc2)cc1	-19.8	1.6	11.6	-5.6	10.3	-13.3	11.3	·	11.0	15.6	0.0
COC(=O)CCC(=O)OC1(C)C(=O)C2=CN(C3CCCC3)C(c3ccc(OC)cc3)=CC2=C(Br)C1=O (centres undefined)	-11.3	5.0	-10.1	3.8	-0.6	10.5	5.3	-11.6	-12.5	7.8	-0.2
COc1ccc(C(=O)Nc2cc([N+](=O)[O-])ccc2N2CCCC2)cc1	7.4	8.4	7.9	0.5	0.5	-0.3	-1.0	3.8	-2.8	12.0	-3.8
CNC(=O)c1cccc(NC(=O)C(C)c2ccc3cc(OC)ccc3c2)c1 (centres undefined)	-20.7	-4.5	16.6	-8.4	-0.6	26.0	-2.1	-2.9	-8.1	2.3	6.2
Cc1cnc(C)c(Nc2nc(C(N)Cc3ccc(C(F)(F)F)cc3)cs2)n1 (centres undefined)	0.6	-11.5	108.2*	-2.1	-6.1	47.8	·	-6.3	6.9	12.2	·
CCOCCCNC(=O)C(NC(=O)c1ccccc1O)c1ccc(C)cc1 (centres undefined)	-3.8	8.5	0.5	3.9	1.3	-0.5	0.5	3.8	2.3	13.8	-1.5
O=C(Nc1ccc(Cl)cc1)c1cc(S(=O)(=O)N2CCCCC2)ccc1N1CCOCC1	-36.4	0.2	16.2	0.6	-0.6	19.0	·	-5.8	-2.1	14.0	·
CCOCCCNC(=O)c1cn(CC)c2ccc(S(=O)(=O)N3CCCC3)cc2c1=O	41.0	-0.8	14.0	-1.0	-0.5	1.4	2.1	-6.0	5.1	19.1	1.3
O=C(C[C@H]1C[C@H](C(=O)N2CCCCC2)[C@@]2(CCc3ccccc3)c3[nH]c4ccc(Cl)cc4c3CCN2C1=O)NCCc1ccccn1	-26.6	-6.7	69.3*	-1.2	0.5	32.6	52.1	·	-3.4	7.1	·
COc1ccc(S(=O)Cc2ccc(C(=O)NC3CC3)o2)cc1 (centres undefined)	0.7	3.6	-4.2	3.1	-0.1	5.5	-0.6	-6.9	2.0	1.8	4.9
COc1ccc(N2CCN(C(CNC(=O)c3ccco3)c3cccnc3)CC2)cc1 (centres undefined)	-11.9	3.6	12.4	2.7	0.9	-9.4	-0.1	·	13.7	4.2	2.2
Cc1ccc(C)c(OCc2nc3ccccc3[nH]2)c1	-92.1	-6.5	-194.2	-1.1	-1.6	-10.8	-66.8	-13.3	-6.1	-184.2	4.0
COc1ccc(-n2c(Cc3cccn3C)nnc2SCC(=O)Nc2ccc(F)cc2F)cc1	-36.0	-2.9	14.4	3.1	-1.3	-30.6	-0.7	-1.8	·	7.0	0.3
CCc1nc2ccc(C(=O)N3CCN(c4ccccc4)CC3)cn2c1N(C)CCCc1ccccc1	26.2	1.1	32.8	-7.8	1.4	-5.6	·	-11.4	8.0	-2.1	·
CN(C)S(=O)(=O)n1cc(/C=C(\NC(=O)c2ccccc2Cl)C(=O)NCCN2CCOCC2)c2ccccc21	-17.6	29.2	10.6	-6.0	-0.5	-25.0	-7.1	-2.8	-5.6	-29.7	0.0
NS(=O)(=O)c1cccc(NC(=O)c2cc3ccccc3o2)c1	-31.0	-21.2	-150.0	0.9	-4.8	-10.4	-52.8	-7.9	-2.9	-145.1	-0.8
Cc1nn(C(C)c2n[nH]c(=S)n2-c2cccc(Cl)c2)c(C)c1[N+](=O)[O-] (centres undefined)	1.5	-0.9	-11.6	1.5	2.2	6.1	3.1	-4.2	-1.1	4.9	-0.9
COc1ccc(CCNS(=O)(=O)c2ccc3c(c2)CCCC3)cc1OC	35.0	-2.6	22.0	4.3	-0.1	5.0	-2.5	-2.3	6.5	4.9	·
C=CCCC(=O)Nc1nc(C)c(-c2csc(Nc3cc(Cl)ccc3OC)n2)s1	12.3	-8.9	22.8	-0.2	4.9	-0.4	-0.3	-4.4	-5.7	27.3	-6.0
COc1ccc2cc3cc(C(=O)NCCN4CCN(c5ccccc5F)CC4)oc3nc2c1	13.1	48.4	44.3	-3.2	-3.6	10.0	44.8	-5.3	18.5	-2.3	2.0
CCCOc1ccc2c(c1)C(=NN=C(N)N)c1cc(OCCC)ccc1-2	18.8	-20.3	89.9*	-9.8	0.6	26.9	-10.8	-5.0	0.2	-12.4	3.7
O=[N+]([O-])c1ccc(CN2CCC(Cc3ccccc3)CC2)cc1	14.8	0.0	6.0	-7.0	0.0	4.8	-6.5	-1.9	-2.7	3.5	·
Cc1cc(C)c2nc(N3CCOCC3)c(C#N)cc2c1	3.5	-3.2	-7.6	-0.8	-0.6	-1.5	3.9	-2.5	-0.7	-9.6	5.0
CCn1nc(CC(=O)Nc2ccc(-n3cnnn3)c(C)c2)c2ccccc2c1=O	6.2	5.0	3.0	-0.8	0.9	-4.0	11.1	-4.1	-3.0	29.8	-1.6
Cc1nc(CN2CCN(Cc3nc(C(c4ccccc4)c4ccccc4)no3)CC2)cs1	19.7	-2.1	7.9	-2.2	0.8	4.8	3.5	-3.1	-0.4	7.3	1.0
CN(C(=O)CCNC(=O)N1CC(=O)Nc2ccccc21)C1CCCCC1	-23.4	1.0	5.3	6.8	0.0	-16.0	9.0	-6.7	-5.2	9.0	-2.3
N/C(=N\OC(=O)CCCOc1ccccc1)c1ccc(Br)cc1	-20.8	-4.5	7.3	7.9	12.5	-5.8	5.4	-4.4	9.6	-19.5	1.8
C=CCN(c1ccccc1)S(=O)(=O)c1ccc2c(c1)N(C(C)=O)CCO2	-23.2	-0.9	9.5	-8.4	-0.5	-3.5	3.3	-14.6	2.1	8.4	2.1
O=S(=O)(NCCOc1ccccc1F)c1ccc(Cl)cc1F	-8.0	-1.2	-2.4	0.4	-0.9	-11.8	5.3	-14.2	0.2	13.0	·
COc1ccccc1NS(=O)(=O)c1cc(NC(=O)CCC(=O)c2cccs2)ccc1Cl	-28.2	4.8	10.7	-4.7	0.2	51.0	0.4	-4.9	-0.6	-2.6	-2.8
CC(=O)Nc1nc(C)c(C(C)=O)s1	10.2	-2.3	13.2	1.4	-5.2	-16.4	4.9	-3.4	-4.9	12.4	2.7
CCC1(c2ccccc2)NC(=O)N(CC(=O)Nc2ccccc2N2CCCC2)C1=O (centres undefined)	-13.6	-0.7	12.4	1.6	-0.4	-10.9	6.4	-6.1	7.2	5.0	1.6
Cc1ccc(/C=N\n2c(-c3ccccc3)n[nH]c2=S)s1	22.0	-15.3	-16.6	-2.2	-0.3	-5.0	-11.5	·	-2.6	-2.6	-0.7
Cc1cccc(-c2noc(CNC(=O)c3ccoc3C)n2)c1	-3.6	-2.6	1.5	-4.5	-0.4	-5.4	-9.7	-9.0	-5.2	-17.9	-1.1
Cc1nn(-c2ccccc2)c2sc(C(=O)OC3CCOC3=O)cc12 (centres undefined)	1.4	3.2	1.9	-1.6	-2.0	4.2	7.5	·	0.0	4.9	0.9
